Screens deposited in PubChem by several laboratories.
NTR1 ag = NTR1-driven beta-arrestin-GFP spot formation – imaging, U2OS cells, high content, primary screen (AID 493036). 330,000 tested, 0.17% active. P30989. activation, % at 20 µM. agonist mode;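 active = activation at or above 40% of the spot to cytoplasm intensity ratio, with at least 20 cells analyzed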;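 note: 0% = DMSO without peptide and 100% = 100 nM NTR1 peptide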
Target sequence (P30989 whole entry, looked up): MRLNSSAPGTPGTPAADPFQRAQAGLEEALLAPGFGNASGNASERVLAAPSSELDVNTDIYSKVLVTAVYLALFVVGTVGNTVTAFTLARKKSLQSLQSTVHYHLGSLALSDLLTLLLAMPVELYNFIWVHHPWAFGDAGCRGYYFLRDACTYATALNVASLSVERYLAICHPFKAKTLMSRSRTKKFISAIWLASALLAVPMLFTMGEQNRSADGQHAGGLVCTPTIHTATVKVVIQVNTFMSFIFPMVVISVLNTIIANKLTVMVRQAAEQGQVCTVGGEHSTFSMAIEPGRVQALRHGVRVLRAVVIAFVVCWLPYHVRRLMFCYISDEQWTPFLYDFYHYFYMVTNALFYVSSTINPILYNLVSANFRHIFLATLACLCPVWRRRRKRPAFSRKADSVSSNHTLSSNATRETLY
T cell modulator = T cell immune modulators affecting CD8 T cell-vesicle binding. 2C CD8+ T cell-vesicle binding, flow cytometry; hits give low values. calls only at 7 µM. 330,000 tested, 0.068% active;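 active = response, share of CD8 T cells binding vesicles, and their 90th percentile fluorescence all below set limits, cut at about 80% in these data, passing the limit was not always enough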
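Material: 2C TCR transgenic mouse naive CD8+ T cells, MACS-purified. Also added: QL9-charged Drosophila Ld/ICAM-1/B7-1 vesicles. Timing: binding 1.5 h at 37 °C. Measured by: high-throughput flow cytometry with anti-B7-1 and anti-CD8 staining. Read-out: percent CD8+ FL2 mean versus row control. Controls: Unloaded micro-vesicles (low), QL9 vesicles with 0.7% DMSO (high).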
Myeloid diff 2 = promotes myeloid progenitor differentiation. ER-HoxA9 myeloid progenitors, lysozyme-GFP differentiation, flow cytometry. calls only at 10 µM. 360,000 tested, 1% active. AID 624256;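 active = normalized GFP-positive differentiation at or above the plate's own cutoff, the solvent-only control mean plus 3 SD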;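 note: cells exposed to compound for four days before flow analysis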
T cell modulator vesicle-bound % = recorded beside T cell modulator, whose call it bears; double positive events, %; measured here: CD8+ vesicle-bound cell fraction;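 binding gate set so that unloaded-vesicle control wells show 10% double positive cells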
NTR1 ag cell count 20 µM = also measured in NTR1 ag; calls as there; cell count; measured here: cell count, cytotoxicity flag
Myeloid diff 2 GFP+ MAC1+ % = second read-out of Myeloid diff 2, no call of its own (marks repeat the call); GFP+ MAC1+ double positive, %; measured here: differentiation confirmed by MAC1 staining
Numbers without * were called inactive; i = inactive; + = active, no number.

SMILES	NTR1 ag	NTR1 ag cell count 20 µM	T cell modulator	T cell modulator vesicle-bound %	Myeloid diff 2	Myeloid diff 2 GFP+ MAC1+ %
COc1cc(C(C)=O)ccc1OCC(=O)Nc1ccc(C)c(S(=O)(=O)N2CCCCCC2)c1	7.7	56	i	24	i	0.7
O=C(COC(=O)CN1C(=O)C2CCCCC2C1=O)NCc1ccc(Cl)cc1Cl (stereo not drawn)	4.2	64	i	42	i	1.0
O=C(NCCS(=O)(=O)N1CCCCCC1)c1ccccc1	-0.4	73	i	30	i	0.5
COC(=O)[C@H]1C[C@@H](c2ccccc2)[C@H](C)C1(C)C	0.7	60	i	56	i	0.8
COc1ccc2cc(CO)n(C)c2c1	2.7	67	i	38	i	0.8
Cc1cc(N)ccc1-n1nc2ccccc2n1	-2.1	25	i	44	+	1.4*
Cc1c(C(=O)OCC(=O)Nc2ccc(N3CCOCC3)cc2)oc2ccccc12	0.6	66	i	53	i	0.4
CCCCN(C(=O)CN1C(=O)C2CCCCC2C1=O)c1c(N)n(Cc2ccccc2)c(=O)[nH]c1=O (stereo not drawn)	-0.8	62	i	61	i	0.8
Oc1cc(-c2ccc(N3CCCCC3)nc2)cc2cccnc12	8.0	49	i	10	i	1.8
COc1ccc(NC(=O)c2ccc(NC(=O)CN3CCN(c4ccccc4)CC3)cc2)cc1	1.5	58	i	49	i	0.5
O=C(Nc1cccc(S(=O)(=O)NC2=NCCC2)c1)c1cnc(Cl)c(Cl)c1	-0.2	58	i	40	i	0.7
Cc1ccc(Cl)c(NC(=O)COC(=O)C2CCC2)c1Cl	0.8	40	i	44	i	1.2
C[C@H](CO)N1C[C@H](C)[C@@H](CN(C)S(=O)(=O)c2ccc(F)cc2)Oc2c(NC(=O)Cc3ccccc3)cccc2C1=O	1.8	57	i	10	i	1.1
COc1ccc(CC(=O)OC(C)C(=O)Nc2c(C)n(C)n(-c3ccccc3)c2=O)cc1OC (stereo not drawn)	-3.5	44	i	35	i	0.5
N#CC1(NC(=O)COc2ccc(S(=O)(=O)N3CCCC3)cc2[N+](=O)[O-])CCCCC1	-0.8	62	i	19	i	0.3
COC(=O)c1ccc(C)c(NC(=O)CSc2nc3[nH]c(=O)cc(O)c3s2)c1	0.5	33	i	31	i	0.2
Cc1ccc(S(=O)(=O)N2CCOCC2)cc1NC(=O)CSc1nnc(NC2CC2)s1	-0.9	60	i	38	i	0.8
O=C(COC(=O)c1cc[n+]([O-])cc1)Nc1ccc(Cl)c(C(F)(F)F)c1	-1.3	63	i	51	i	0.3
O=C(OCC(=O)N1CCc2ccccc21)c1ccc([N+](=O)[O-])cc1	5.3	45	i	22	i	0.5
CCCN(CC(=O)Nc1ccccc1C)C(=O)CC(NC(=O)c1ccccc1)c1ccccc1 (stereo not drawn)	-0.9	53	i	23	i	0.8

Full records as entered above.
`COc1cc(C(C)=O)ccc1OCC(=O)Nc1ccc(C)c(S(=O)(=O)N2CCCCCC2)c1` in the list: NTR1 ag = 7.7; NTR1 ag cell count 20 µM = 56; T cell modulator = i; T cell modulator vesicle-bound % = 24; Myeloid diff 2 = i; Myeloid diff 2 GFP+ MAC1+ % = 0.7
`C[C@H](CO)N1C[C@H](C)[C@@H](CN(C)S(=O)(=O)c2ccc(F)cc2)Oc2c(NC(=O)Cc3ccccc3)cccc2C1=O` in the list: NTR1 ag = 1.8; NTR1 ag cell count 20 µM = 57; T cell modulator = i; T cell modulator vesicle-bound % = 10; Myeloid diff 2 = i; Myeloid diff 2 GFP+ MAC1+ % = 1.1

Returning to the listing; the 3 compounds before the break are reprinted first.
SMILES	NTR1 ag	NTR1 ag cell count 20 µM	T cell modulator	T cell modulator vesicle-bound %	Myeloid diff 2	Myeloid diff 2 GFP+ MAC1+ %
O=C(COC(=O)c1cc[n+]([O-])cc1)Nc1ccc(Cl)c(C(F)(F)F)c1	-1.3	63	i	51	i	0.3
O=C(OCC(=O)N1CCc2ccccc21)c1ccc([N+](=O)[O-])cc1	5.3	45	i	22	i	0.5
CCCN(CC(=O)Nc1ccccc1C)C(=O)CC(NC(=O)c1ccccc1)c1ccccc1 (stereo not drawn)	-0.9	53	i	23	i	0.8
Cc1cccc2c(=O)c(C(=O)NCc3cccs3)c[nH]c12	1.8	55	i	10	i	9.9
COc1ccc(CCNC(=O)CNS(=O)(=O)c2ccc(Cl)cc2)cc1	-1.4	45	i	29	i	0.7
O=C(CN1C(=O)NC(c2ccc(F)cc2)C1=O)Nc1ccc2c(c1)OCCO2 (stereo not drawn)	-0.5	61	i	30	i	0.5
CC(CNC(=O)CCc1ccccc1)NC(=O)CCc1ccccc1 (stereo not drawn)	2.4	42	i	36	i	0.2
CN(C)CCN[C@H]1CCC2C3CC=C4C[C@@H](O)CC[C@]4(C)C3CC[C@@]21C (stereo partly drawn)	1.7	43	i	46	i	1.5
CCOC(=O)N1CCN(C(=O)COC(=O)c2ccc(S(=O)(=O)N(CC)CC)cc2)CC1	-0.6	56	i	55	i	0.3
COc1ccc(CC(=O)Oc2ccccc2Cl)cc1S(=O)(=O)N1CCOCC1	-1.3	67	i	32	i	0.6
COC(=O)[C@]12C(=O)NC[C@H](CN1c1ccc(Cl)c(C)c1)N2C	0.7	62	i	10	i	1.6
CN(CC(=O)N(C)CC(=O)Nc1c(Cl)cccc1Cl)Cc1ccc(Br)s1	0.2	41	i	37	i	0.9
CC(C)(C)c1csc(NC(=O)Cc2ccc(S(=O)(=O)N3CCOCC3)s2)n1	2.9	38	i	36	i	1.0
O=C(Nc1ccccc1)c1nc[nH]c1C(=O)NCCCCCCNC(=O)c1[nH]cnc1C(=O)Nc1ccccc1	13	59	i	17	i	1.2
CC1(C)CC(C(=O)Nc2ccccc2)C(=O)O1 (stereo not drawn)	1.4	51	i	31	i	0.7
Cc1cccc(OC(C)C(=O)Nc2cc(Cl)ccc2-n2cncn2)c1 (stereo not drawn)	1.9	64	i	18	i	0.3
O=C(NCC(c1ccco1)N1CCCC1)c1sc2cc(F)ccc2c1Cl (stereo not drawn)	4.1	48	i	38	i	0.3
Nc1cc(C(=O)OCC(=O)Nc2ccc(N3CCOCC3)cc2)ccc1Cl	-1.9	54	i	30	i	1.0
Cn1c(=O)c(=O)n(C)c2cc(S(=O)(=O)N3CCC(N4CCCCC4)CC3)ccc21	1.9	45	i	32	i	1.1
CCOC(=O)N1CCN(C(=O)C2CCN(C(=O)Nc3ccccc3)CC2)CC1	-0.5	48	i	34	i	0.6
Cc1noc(C)c1NC(=O)Nc1ccc2c(c1)C(=O)N([C@H](C)CO)C[C@H](C)[C@@H](CN(C)S(=O)(=O)c1cn(C)cn1)O2	-1.2	73	i	8	i	0.8
CCCOc1ccccc1OCC(=O)Nc1ccc(S(=O)(=O)N2CCCC2)cc1	1.4	67	i	31	i	0.9
O=C(c1ccc2c(c1)OCO2)N1CCN(S(=O)(=O)c2ccc(Br)cc2Cl)CC1	-0.6	52	i	42	i	1.0
O=C(NC(=S)NCc1ccc(Cl)cc1Cl)c1ccco1	5.7	65	i	41	i	0.5
O=C(NC1CCSc2ccccc21)c1cccc(S(=O)(=O)N2CCOCC2)c1 (stereo not drawn)	1.7	50	i	25	i	0.4
Cc1ccccc1OCCC(=O)OCC(=O)Nc1ccc2[nH]c(=O)[nH]c2c1	-0.9	63	i	20	i	1.3
O=C(/C=C/c1ccc(S(=O)(=O)N2CCOCC2)cc1)NCCc1ccc(C(F)(F)F)cc1	-0.5	85	i	40	i	0.4
O=C(NCc1cccc(Br)c1)C1CC2Cn3c(nc4ccccc43)C2N1c1ccccc1 (stereo not drawn)	2.2	95	i	10	i	1.3
CC(C)NC(=O)N(C)C[C@H]1Oc2c(NS(=O)(=O)c3ccccc3)cccc2C(=O)N([C@H](C)CO)C[C@@H]1C	-1.8	54	i	7	i	1.6
Cc1ccc(S(N)(=O)=O)cc1	0.1	42	i	32	i	1.2
COC(C)c1oc2c(C)c3oc(=O)cc(C)c3cc2c1C (stereo not drawn)	2.5	49	i	37	i	0.4
Cc1cc(=O)oc2cc(NC(=O)C(C)Oc3cccc(Cl)c3)ccc12 (stereo not drawn)	4.8	57	i	15	i	1.0
COc1ccc(Cl)cc1NC(=O)CN(C)C(=O)Cn1cnc2c1c(=O)n(C)c(=O)n2C	-0.6	60	i	40	i	1.8
Cc1ccnc(NC(=O)c2ccc(Cl)c(S(=O)(=O)N3CCCC3)c2)c1	-0.7	58	i	53	i	1.3
COc1ccc(Cl)cc1NC(=O)COC(=O)C1CCCCC1	-0.6	57	i	40	i	0.6
CCOc1ccc(NS(=O)(=O)c2ccc(C(=O)NC3CCN(Cc4ccccc4)CC3)cc2)cc1	1.4	72	i	53	i	0.2
CCc1ccc(-c2nc(SCC(=O)N(C)C3CCS(=O)(=O)C3)n[nH]2)cc1 (stereo not drawn)	0.4	56	i	32	i	1.1
CCCCn1c(N)c(N(CCOC)C(=O)CN2C(=O)C3CCCCC3C2=O)c(=O)[nH]c1=O (stereo not drawn)	-1.7	37	i	42	i	0.4
COc1ccc(NC(=O)CCCN2C(=O)CN(C)C2=O)c(OC)c1	1.0	53	i	29	i	1.3
O=C(COC(=O)c1ccc(Cl)nc1)Nc1cc(S(=O)(=O)N2CCOCC2)ccc1Cl	-1.9	48	i	52	i	0.8
CCN(CC)c1ccc(S(=O)(=O)N2CCOCC2)cc1NC(=O)C1CC1	-2.4	53	i	18	i	0.4
Cc1cccc(C(=O)NCC(=O)OCCOc2ccccc2Cl)c1	-0.9	62	i	28	i	0.7
CCN(CC)CCCN1C(=O)C(O)=C(C(=O)c2ccco2)C1c1ccc(C)o1 (stereo not drawn)	0.6	62	i	36	i	1.5
Nc1ncnc2c1ncn2[C@@H]1O[C@H](CNCc2cn(CC(=O)NC3CC3)c3ccccc23)[C@@H](O)[C@H]1O	0.8	63	i	16	i	0.6
CN(CC(=O)Nc1ccc(F)cc1)C(=O)c1cccc(S(=O)(=O)N2CCN(c3ccc(F)cc3)CC2)c1	1.6	66	i	45	i	0.9
CCOc1ccc(C(=O)COC(=O)c2c(-c3ccccc3)noc2C)cc1	5.1	58	i	48	i	1.2
O=C(N/N=C/c1ccccc1Br)c1cccc(S(=O)(=O)N2CCOCC2)c1	0.8	79	i	23	i	0.6
CC(C)Cn1c(N)c(C(=O)COC(=O)/C=C/c2ccccc2)c(=O)n(C)c1=O	8.8	55	i	50	i	1.0
CCCCNC(=O)[C@@H]1CC=C[C@@H]2CCN(Cc3ccc(Cl)c(Cl)c3)C(=O)[C@@H]21	2.8	88	i	6	i	0.5
CCN(C(=O)COc1ccc(C(C)=O)cc1)c1cccc2ccccc12	0.1	49	i	30	i	1.4
CCN(CC(=O)NCc1cccs1)C(=O)c1ccc(-c2ccccc2F)o1	-1.1	79	i	27	i	0.4
C=CCC[C@@H](Cc1ccc(F)cc1)C(=O)OC[C@@H](Cc1ccccc1)NC(=O)[C@H](CC=C)CC(=O)NCCO	9.7	38	i	10	i	2.3
COc1ccc(-c2c3c(nc4sc(C(=O)Nc5ccccc5)c(N)c24)CCC3)cc1	2.7	78	i	48	i	0.6
Cc1cc2sc3ccc(C#CC4(O)CCCCC4)cc3c(=O)c2cc1C	3.2	69	i	43	i	1.6
COc1ccc(CC(=O)OC(C)C(=O)NCc2ccc3c(c2)OCO3)cc1OC (stereo not drawn)	0.1	50	i	27	i	0.9
O=C(NCCCO)C(=O)Nc1ccc2c(c1)N(S(=O)(=O)c1cccs1)CCC2	1.8	52	i	52	i	1.4
O=C(OCCN1CCOCC1)c1ccccc1Cl	-1.4	46	i	36	i	0.9
O=C(COc1ccc(-c2nnco2)cc1)Nc1c(F)cccc1F	2.1	40	i	31	i	0.3
Nc1ccccc1/C=N\N=C/c1ccccc1N	2.2	46	i	34	i	0.6
CN(CC(=O)Nc1ccccc1Cl)C(=O)CN1C(=O)C2CC=CCC2C1=O (stereo not drawn)	-1.5	48	i	44	i	1.0
O=C(c1ccccc1)N1CCC(=O)N(C(CO)Cc2ccccc2)CC1 (stereo not drawn)	2.5	57	i	23	i	2.4
O=C(CCc1c[nH]c2ccccc12)NN1C(=O)NC2(CCCCC2)C1=O	-0.7	55	i	39	i	1.0
CN(C(=O)COC(=O)c1cccc(S(=O)(=O)N2CCOCC2)c1)C1CCS(=O)(=O)C1 (stereo not drawn)	-2.2	63	i	20	i	1.5
COc1ccc([C@H]2CC(=O)C=C(c3ccc(CNC(=O)OC(C)(C)C)cc3)C2)cc1	7.1	34	i	50	i	2.4

Some of the compounds tested; rates above refer to the full screens.
